# Source: PubChem BioAssay
# All columns: NCI-60 one-dose screen, growth in % after 48 h at 10 µM unless noted; 100 = growth as untreated, 0 = no growth, -100 = all killed.
# RPMI-8226: RPMI-8226 leukemia cells. actives 7.5% (n = 77,000). AID 1794781
# HOP-62: HOP-62 NSCLC | actives 3.9% (n = 80,000)
# HOP-92: HOP-92 NSCLC cells; actives 6.3% (n = 71,000)
# EKVX: EKVX NSCLC | actives 3% (n = 71,000)
# MOLT-4: MOLT-4 leukemia cells | AID 1794779 | actives 6.9% (n = 80,000)
# A549/ATCC: A549/ATCC NSCLC; actives 3.7% (n = 81,000); AID 1794740
# SR: SR leukemia cells; actives 8.7% (n = 73,000); AID 1794780
# CCRF-CEM: CCRF-CEM leukemia; AID 1794778; actives 7% (n = 77,000)
# * hit, by the source's call; x = not tested or not shown; & = joins results of further samples. How the source made its calls: active means growth percent below 10; inactive means the rest.
SMILES,RPMI-8226,HOP-62,HOP-92,EKVX,MOLT-4,A549/ATCC,SR,CCRF-CEM
O=C1CCc2c(sc3[nH]c(=S)n(-c4ccc(C(F)(F)F)cc4)c(=O)c23)C1,93,89,88,80,103,96,98,93
COc1ccc(C(=NNS(=O)(=O)c2ccc(C)cc2)c2ccc(F)cc2)cc1OC,86,102,77,91,86,88,107,86
COc1ccc([C@H]2[C@@H](F)C(=O)N2c2cc(OC)c(OC)c(OC)c2)cc1F,15,32,32,72,20,15,13,13
Fc1ccc(-c2nnc(-c3ccc(Cl)cc3)o2)cc1,100,106,x,x,99,90,93,95
CC1[C@H]2[C@H](C[C@H]3[C@@H]4CC=C5c6sc(Nc7cccc(Cl)n7)nc6CC[C@]5(C)[C@H]4CC[C@@]32C)O[C@]12CC[C@@H](C)CO2 (stereo not given in full),56,116,100,84,80,96,65,67
CCCCCCCCc1ccc(S(=O)(=O)Nc2ccc(CC)cc2C(=O)O)cc1,71,100,71,90,91,92,97,78
COc1ccc(Oc2nc(Nc3ccc(N4CCOCC4)cc3)ncc2NC(=O)c2cccc(SC)c2)cc1,79,90,80,84,57,94,40,93
COc1ccc(-c2nnc(SCC(=O)Nc3ccc(/C(C)=N/O)cc3)o2)cc1,102,92,110,100,86,92,92,89
O=c1cc(/C=N\Nc2nc(-c3ccc(Cl)cc3Cl)cs2)c2cc(Cl)ccc2o1,91,80,82,79,98,88,81,97
O=C(C[n+]1cccc(Br)c1)c1ccc2c(c1)CCCC2,96,89,70,95,86,96,99,102
Cc1ccc(S(=O)(=O)n2cc(C=C(C#N)C#N)c3ccccc32)cc1,78,92,62,95,89,97,50,101
CCOC(=O)CNC(=O)CCCCSc1ncnc2nc[nH]c12,107,96,x,108,101,109,91,113
COc1ccc2c(c1)C/C(=C\c1cc(-c3cc(OC)c(OC)c(OC)c3)n[nH]1)C2=O,53,103,79,x,x,93,58,x
O=c1ncc2c([nH]1)-c1cn(-c3ccccc3)cc1CC2,59,110,x,86,154,115,x,78
OCCc1ccc(Cl)cc1,101,96,105,98,109,89,95,97
O=C(Nc1nnc(-c2cc(O)c(O)c(O)c2)s1)c1ccccc1,95,x,x,x,95,98,91,95
COc1cc(C)ccc1Oc1nc(Nc2ccc(N3CCOCC3)cc2)ncc1N=Cc1cccc(OC(F)(F)F)c1,76,78,53,89,59,67,71,87
CC(C)(C)NC(=O)NCc1cccnc1,101,109,x,x,108,98,102,95
CS(=O)(=O)c1ccc(NC(=O)c2ccccc2)nc1,100,96,106,109,71,96,77,75
CCCCCCCCCCCCCCCC(=O)CCCCCCCCCCCCCCC,104,105,67,x,97,103,86,96
C/C(=C(/C)[C@H]1C[C@@H]1CCN(S(=O)(=O)c1ccc(C)cc1)S(=O)(=O)c1ccc(C)cc1)c1ccc(-c2ccccc2)cc1,100,114,79,102,107,98,100,110
N#CCCCCCCCCCCC#N,95,104,x,97,105,93,118,97
Cc1onc(-c2ccccc2Cl)c1C(=O)Cl,100,86,77,x,114,97,84,91
COc1cc(/C=N\N=c2\sc3ccccc3n2C)ccc1OCCO,45&84,104&100,75&80,83,70&95,98&91,79,74
COc1ccc2cc(C(C)c3nnc(N)s3)ccc2c1 (stereo not given),113,108,x,105,104,112,101,x
CCc1cccc2c3c(sc12)C(c1ccc(Cl)cc1)c1c(nc(-c2ccc(OC)cc2)[nH]c1=O)O3 (stereo not given),87,63,x,87,81,88,37,82
CCOC(=O)c1c(C)nc2c(c1N)CC(=O)N2CCc1ccccc1,-6.3*,5.7*,25,56,19,23,3.2*,9.6*
C=CCNC(=S)N1CCN(c2ccccc2Cl)CC1,67,100,x,96,88,93,92,92
Cc1c(C(=O)c2ccccc2)oc2c(Br)cc(Br)cc12,100,101,94,95,99,95,88,100
NCCNC(=O)c1cccc(COc2ccccc2NC(=O)c2cc(Cl)c(Cl)[nH]2)c1,101,104,107,94,90,99,8.2*,86
COc1ccc(NCc2nnc(-c3ccc(OC)c(OC)c3)o2)cc1,91,70,81,90,70,71,84,85
C=C1C(=O)O[C@H]2[C@H]1CC/C(COC(=O)CSSCC(=O)OC/C1=C/CC[C@@]3(C)O[C@H]3[C@H]3OC(=O)C(=C)[C@@H]3CC1)=C\CC[C@@]1(C)O[C@@H]21,78,92,74,x,46,101,32,19
Cc1ccc(N2NOC(=O)/C2=C2\CC(c3ccccc3)N=N2)cc1 (stereo not given),97,94,51,x,108,90,100,88
COC(=O)C(Cc1ccccc1)NS(=O)(=O)/N=C1\NC(=O)NC1=C(Cl)Cl (stereo not given),4.3*,101,50,104,79,105,83,38
C(=C\c1ccc(/C=C/c2ccccc2)nn1)/c1ccccc1,86,121,x,110,105,114,90,78
Cc1ccc([P+](Cc2ccccc2)(c2ccccc2)c2ccccc2)cc1,-32*,24,-25*,x,6.8*,18,-12*,14
CCc1c(CC(=O)O)c2cc(C)ccc2n1Cc1ccc(Cl)cc1,97,70&95,92&88,93&99,152&97,87&89,146&91,106&97
CCOC(=O)[C@@H]1CSC(C)=C(C(=O)O)N1,98,82,82,107,98,88,93,97
COc1ccc(S(=O)(=O)NCCCNc2cc(-c3cn(C(C)(C)C)nc3-c3cccc(F)c3)ccn2)cc1,41,97,79,67,58,67,28,68
CCCCCCCCCCCCCCCc1cc(OC2OC(COC(C)=O)C(OC(C)=O)C(OC(C)=O)C2OC(C)=O)ccc1N (stereo not given),32,98,103,x,45,76,80,32
Nc1ncc(CNc2ccc(C(=O)O)cc2)c(N)n1,95,96,x,x,97,100,95,90
COc1cc(CNS(=O)(=O)c2ccc(C)cc2)ccc1OCc1cn(-c2cccc(C(F)(F)F)c2)nn1,92,100,90,90,95,107,99,94
CCCNNC(=O)c1ccc(-c2ccc(NC(=O)CCCCCCC(=O)N[C@H](C(=O)N3C[C@H](O)C[C@H]3C(=O)N[C@@H](C)c3ccc(-c4scnc4C)cc3)C(C)(C)C)cc2)cc1,2.2*,28,-27*,79,21,72,18,23
CCOC(=O)c1cnn2c(-c3ccccc3O)nc(SCC)nc12,x,88,73,82,93,67,90,95
O=CNc1ccc(-n2cnc3cc(-c4ccc(O)cc4)ccc32)cc1,66,86,97,106,77,87,56,76
CCOC(=O)C(/C=N/Nc1ccccc1)C(=O)OCC,102,122,x,105,102,114,104,99
O=C(/C=C/c1cn(-c2ccccc2)nc1-c1ccc(Cl)cc1)OCc1cn(-c2ccccc2[N+](=O)[O-])nn1,102,92,106,73,96,105,120,103
OCC1(CO)COC(c2ccccc2)=N1,103,122,77,105,98,100,x,91
NCCNc1nc2c3c(sc2c(=O)[nH]1)CCCC3,93,98,76,95,101,89,84,82
Nc1nnc(-c2nonc2N)o1,104,106,97,x,92,101,75,97

# Sorted by molecular weight (ascending): some entries from above.
SMILES,RPMI-8226,HOP-62,HOP-92,EKVX,MOLT-4,A549/ATCC,SR,CCRF-CEM
NCCNc1nc2c3c(sc2c(=O)[nH]1)CCCC3,93,98,76,95,101,89,84,82
CCOC(=O)C(/C=N/Nc1ccccc1)C(=O)OCC,102,122,x,105,102,114,104,99
CCOC(=O)c1cnn2c(-c3ccccc3O)nc(SCC)nc12,x,88,73,82,93,67,90,95

# Next part.
SMILES,RPMI-8226,HOP-62,HOP-92,EKVX,MOLT-4,A549/ATCC,SR,CCRF-CEM
O=C1NCCN1/N=C/c1c(Cl)n(Cc2ccc(Cl)cc2)c2ccccc12,83,136,63,89,66,70,78,89
COc1cc(/C=C2\C(=O)N(CCCCn3c4ccccc4c(=O)c4ccccc43)c3ccccc32)cc(OC)c1O,35,102,66,74,29,95,15,16
CCCCSc1ncnc2c1ncn2C1CCCCO1 (stereo not given),x,105,x,115,97,105,91,100
COc1cccc(CCC(=O)c2cc3c(N)c(C(=O)Nc4cccc(Cl)c4C)sc3nc2C)c1,7.8*,36,48,36,16,27,9.1*,8.7*
O=C(/C=C(/C=C/c1cccc(OC(F)(F)F)c1)OB(F)F)/C=C/c1cccc(OC(F)(F)F)c1,103,101,95,102,103,99,91,105
COc1ccc(C2Cc3ncccc3-c3nc(N)c4cccnc4c32)c(OC)c1OC (stereo not given),85,86,95,102,96,98,87,89
COc1cc(NC(=O)c2cccc(-c3cc(=O)c4c(OC)c(OC)c(OC)cc4o3)c2)cc(OC)c1OC,0.3*,37,25,x,10,44,30,31
c1ccc(CCN2CCC(COC(c3ccccc3)c3ccccc3)C2)cc1 (stereo not given),40,82,53,62,53,77,38,62
CN(C)c1ccc2c(c1)/C(=N/O)c1ccccc1-2,107,92,x,68,81,84,47,84
C[N+]1(CCCCCNC2=CC(=O)C(NCCCCC[N+]3(C)CCCCC3)=CC2=O)CCCCC1,98,99,98,x,95,98,94,98
COc1cc(CNC(=O)Cc2ccccc2)ccc1OCc1cn(-c2cccc([N+](=O)[O-])c2)nn1,93,113,109,98,105,103,90,97
CCN(CC)C(=O)CCBr,99,100,69,x,103,97,103,x
C=C(C(N)=O)C(N)C(=O)O (stereo not given),104,110,x,x,x,107,83,x
CCOC(=O)c1cc(-c2ccc(OC)cc2)[nH]c1NNC(=O)CCOC,98,x,73,101,58,100,88,58
CC(C)CNC(=O)/C=C/c1ccc2c(c1)OCO2,102,99,83,92,95,102,x,100
CN=C1NC(C)(C)C2CCC(C)(CC2)S1,130,107,87,x,83,94,95,143
C=C(C)[C@@H]1CC[C@]2(C(=O)Nc3ccccn3)CC[C@]3(C)[C@H](CC[C@@H]4[C@@](C)(CCC#N)[C@H](C(=C)C)CC[C@]43C)[C@@H]12,44,100,72,57,73,82,77,80
CO/N=C(/C)c1ccc(NC(=O)CSc2nnc(-c3cnccn3)n2-c2ccccc2)cc1,74,63,67,84,75,74,91,89
CC(C)Sc1nc(N)nc2nc[nH]c12,100,87,81,104,93,112,93,110
COc1ccc(-c2cn(-c3ccc(Cl)cc3)c(SCC(=O)c3ccccc3)n2)cc1,93,76,64,94,82,92,88,94
CC(C)=CCC/C(C)=C/CC/C(C)=C/CC[C@]1(C)CCc2cc(OC(=O)NS(=O)(=O)c3ccc(C)cc3)c(C)c(C)c2O1,101,97,81,97,96,98,88,84
C=C(CNCCO)[C@@H]1CC[C@]2(CO)CC[C@]3(C)[C@H](CC[C@@H]4[C@@]5(C)CCC(N)C(C)(C)[C@@H]5CC[C@]43C)[C@@H]12 (stereo not given in full),-35*,71,54,72,8.8*,36,-23*,1.1*
Cc1ccc([C@H]2C(C(=O)c3ccc(Cl)cc3)C3(N[C@@H]2c2ccccc2)C(=O)Nc2ccccc23)cc1 (stereo not given in full),6.4*,44,-3.2*,30,-27*,26,23,15
COc1cc2c3c(n(CCCN4CCCC4)c(=O)c2cc1OC)-c1cc2c(cc1C3=O)OCO2,-41*,-73*,119,-55*,x,-77*,x,-12*
CCNC(=O)Oc1ccc(/C(=C(/C)c2ccc(Cl)cc2)c2ccc(OCCN3CCCC3)cc2)cc1,x,97,83,80,59,73,23,x
COc1cccc(-c2c(C#N)c(-c3ccc(Cl)cc3)nc3c2c(-c2ccccc2)nn3-c2ccccc2)c1,102,87,86,104,89,94,x,99
CC(Sc1nc2ccccc2c(=O)n1CCc1ccc(S(N)(=O)=O)cc1)C(=O)Nc1ccccc1 (stereo not given),98,101,88,91,87,95,91,106
COc1cc(C(=O)NNC(=O)c2ccc(NC(=O)CCl)cc2)cc(OC)c1OC,98,73,99,92,57,77,46,33
O=C(CC1c2ccccc2NC(=O)N1Cc1ccccc1)c1c[nH]c2ccccc12 (stereo not given),89,68,83,90,70,87,82,96
N#Cc1ccc(NC(=O)N(CCCl)N=O)cc1,96,109,91,x,91,105,79,93

# A second format for some results above.
COc1cc2c3c(n(CCCN4CCCC4)c(=O)c2cc1OC)-c1cc2c(cc1C3=O)OCO2
  RPMI-8226: -41*	HOP-62: -73*	HOP-92: 119	EKVX: -55*	MOLT-4: x	A549/ATCC: -77*	SR: x	CCRF-CEM: -12*

CCNC(=O)Oc1ccc(/C(=C(/C)c2ccc(Cl)cc2)c2ccc(OCCN3CCCC3)cc2)cc1
  RPMI-8226: x	HOP-62: 97	HOP-92: 83	EKVX: 80	MOLT-4: 59	A549/ATCC: 73	SR: 23	CCRF-CEM: x

COc1cccc(-c2c(C#N)c(-c3ccc(Cl)cc3)nc3c2c(-c2ccccc2)nn3-c2ccccc2)c1
  RPMI-8226: 102	HOP-62: 87	HOP-92: 86	EKVX: 104	MOLT-4: 89	A549/ATCC: 94	SR: x	CCRF-CEM: 99

CC(Sc1nc2ccccc2c(=O)n1CCc1ccc(S(N)(=O)=O)cc1)C(=O)Nc1ccccc1 (stereo not given)
  RPMI-8226: 98	HOP-62: 101	HOP-92: 88	EKVX: 91	MOLT-4: 87	A549/ATCC: 95	SR: 91	CCRF-CEM: 106

# Next part.
SMILES,RPMI-8226,HOP-62,HOP-92,EKVX,MOLT-4,A549/ATCC,SR,CCRF-CEM
COc1ccc(NC(=O)C2CCN(c3nc(C(F)(F)F)ccc3C#N)CC2)cc1,80,96,100,x,78,77,73,82
COc1ccc(/C=C(\C#N)c2ccc(OC)cc2)cc1,56,67,x,92,57,54,x,56
COc1ccc(/C=c2\c(=O)n(-c3ccccc3)c3nn4c(n23)=NNCC(=O)C4)cc1,108,99,100,97,106,112,103,101
C#C[C@]1(O)CC[C@H]2[C@@H]3CC=C4c5sc(Nc6cccc(F)c6)nc5CC[C@]4(C)[C@H]3CC[C@@]21C,-32*,33,61,25,5.5*,33,1.5*,8.7*
OCc1ccc(Cl)cc1Cl,96,103,99,104,98,100,96,98
Nc1ccc(S(=O)(=O)Nc2ccc(S(=O)(=O)O)cc2)cc1,107,96,103,108,103,91,101,105
O=C(NCCI)N(Cc1ccccc1)C(=O)SSCCc1ccccc1,102,113,99,108,104,99,110,101
CC(C)Sc1nc(NN)c(C#N)c(-c2ccc(F)cc2)n1,x,82,79,93,72,92,x,63
O=C(Nc1ccccc1)N1c2ccccc2SC1c1ccco1 (stereo not given),66,102,51,x,82,90,82,81
CNC(=O)c1[nH]cc(-c2ccccc2)c1-c1ccccc1O,80,85,90,88,93,95,92,88
